High-throughput results from PubChem BioAssay.
proKLK7 act – proKLK7 zymogen activators, primary screen, biochemical, fluorescence intensity. Kallikrein-7 (Homo sapiens), P49862. purified proKLK7, EDANS-DABCYL substrate fluorescence; 100% is mature enzyme control, 0% vehicle. activation, % at 7 µM. 0.9% of 370,000 active;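 active = activation above the mean of all tested compounds plus 3 SD, computed per campaign excluding outliers beyond control limits, cut at about 13% in these data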
Tn7 DDE FP – inhibitors of Tn7 peptide binding to fibrin DD(E), primary screen, biochemical, fluorescence polarization, human fibrin, Tn7 probe; FP displacement of FITC-Tn7 peptide from fibrin DD(E); 0% = median of compound wells per plate; inhibition, % at 8.3 µM; 0.13% of 370,000 active;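 active = inhibition above the mean of compounds falling within the control limits plus 3 SD of them, cut at about 14% in these data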;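 also: 0% = plate median of compound wells and 100% = 10 µM Aha-Tn7 peptide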
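Assay system: Fibrin-DD(E) protein isolated from polymerized human fibrin clots; read-out basis: percent inhibition; medium: Tris/NaCl/CaCl2 buffer, pH 7.8; signal: FP measurement; incubation: 10 min plus 3 h, room temperature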
NR1D1 modulator – modulators of Rev-erb alpha DNA binding, primary screen, biochemical, FITC-DNA, fluorescence polarization, uHTS | Rev-erbα–FITC-DNA binding, 90 min | activity, % at 10 µM | Nuclear receptor subfamily 1 group D member 1 (Homo sapiens), P20393 | 0.79% of 370,000 active | AID 1259318, 2017;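 active = activity above about 14%, limit read from the data; passing the limit was not always enough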;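 also: 0% = DMSO wells with 35 nM protein and 100% = DMSO wells with 750 nM protein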
HGIII-sPLA2 inh – human group III sPLA2 inhibitors, primary screen, biochemical, QFRET, BODIPY PC-A2 liposome substrate | Group 3 secretory phospholipase A2 (Homo sapiens), Q9NZ20 | QFRET BODIPY PC-A2 liposome hydrolysis, fluorescence | inhibition, % at 12.2 µM | 0.56% of 370,000 active;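 active = inhibition above mean plus 3 SD of compounds lying within the high and low control bounds, cut at about 19% in these data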;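 also: 0% = median of test compound wells and 100% = no enzyme DMSO wells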
Tn6 DDE FP – inhibitors of Tn6 peptide binding to fibrin DD(E), primary screen, biochemical, fluorescence polarization, human fibrin, Tn6 probe; inhibition, % at 8.3 µM; 0.21% of 370,000 active; AID 720509, 2013; Fibrin DD(E) TRITC-Tn6 fluorescence polarization displacement;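 active = inhibition above a per-campaign cutoff: mean of compounds within control limits plus 3 SD, cut at about 15% in these data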;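 also: 0% = median of all compound wells on the plate and 100% = blocking peptide control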
ASAP1 inh – inhibitors of human ASAP1 ArfGAP activity, primary screen, biochemical, fluorescence polarization; Arf-GAP with SH3 domain, ANK repeat and PH domain-containing protein 1 (Homo sapiens), …; ASAP1-stimulated ARF1 GTP hydrolysis, GDP FP detection; inhibition, % at 16.5 µM; 0.19% of 360,000 active; AID 624377, 2012; in the data active = inhibition above about 25%;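 also: 0% = vehicle with enzyme and substrate and 100% = no enzyme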
PLC-gamma1 inh – PLC-gamma1 enzyme inhibitors, primary screen, biochemical, fluorescence, purified enzyme | 1-phosphatidylinositol 4,5-bisphosphate phosphodiesterase gamma-1 (Homo sapiens), P19174 | fluorogenic substrate | inhibition, % at 12.2 µM | 0.84% of 370,000 active; in the data active = inhibition above about 9.5%
Target sequence (P19174 whole entry, looked up): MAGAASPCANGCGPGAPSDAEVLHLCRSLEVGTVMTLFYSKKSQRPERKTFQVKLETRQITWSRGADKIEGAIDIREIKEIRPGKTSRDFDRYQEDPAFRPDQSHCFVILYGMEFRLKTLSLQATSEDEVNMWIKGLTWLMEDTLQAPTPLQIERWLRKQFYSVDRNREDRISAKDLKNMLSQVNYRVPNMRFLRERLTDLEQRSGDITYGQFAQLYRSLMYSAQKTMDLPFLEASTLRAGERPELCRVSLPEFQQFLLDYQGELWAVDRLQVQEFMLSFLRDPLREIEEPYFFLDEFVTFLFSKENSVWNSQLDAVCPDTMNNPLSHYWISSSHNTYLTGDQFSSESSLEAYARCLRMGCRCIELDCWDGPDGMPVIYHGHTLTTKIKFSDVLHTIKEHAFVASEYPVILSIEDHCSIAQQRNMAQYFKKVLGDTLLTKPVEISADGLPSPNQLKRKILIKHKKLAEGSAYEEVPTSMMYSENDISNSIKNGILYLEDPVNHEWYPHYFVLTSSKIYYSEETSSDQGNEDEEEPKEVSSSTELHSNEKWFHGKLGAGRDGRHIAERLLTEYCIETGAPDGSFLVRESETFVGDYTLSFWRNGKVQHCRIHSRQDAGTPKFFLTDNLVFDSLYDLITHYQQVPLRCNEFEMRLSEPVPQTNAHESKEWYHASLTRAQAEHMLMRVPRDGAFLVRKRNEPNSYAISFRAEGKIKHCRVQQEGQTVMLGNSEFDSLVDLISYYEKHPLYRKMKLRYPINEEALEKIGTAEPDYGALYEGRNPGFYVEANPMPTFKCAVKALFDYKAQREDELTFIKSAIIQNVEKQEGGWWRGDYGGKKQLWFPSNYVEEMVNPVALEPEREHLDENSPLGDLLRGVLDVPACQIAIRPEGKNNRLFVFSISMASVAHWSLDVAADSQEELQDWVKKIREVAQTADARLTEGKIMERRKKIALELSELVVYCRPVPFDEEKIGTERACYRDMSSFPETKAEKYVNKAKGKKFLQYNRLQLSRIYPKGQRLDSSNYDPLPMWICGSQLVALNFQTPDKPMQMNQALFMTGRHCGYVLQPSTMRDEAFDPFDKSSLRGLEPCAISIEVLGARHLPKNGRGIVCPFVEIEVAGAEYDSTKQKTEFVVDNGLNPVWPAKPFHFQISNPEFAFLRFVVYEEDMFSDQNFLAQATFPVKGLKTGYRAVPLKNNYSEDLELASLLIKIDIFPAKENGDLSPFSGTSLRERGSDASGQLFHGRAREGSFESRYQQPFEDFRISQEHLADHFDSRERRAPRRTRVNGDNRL
PLC-beta3 inh – human PLC-beta3 inhibitors, primary screen, biochemical, fluorescence; 1-phosphatidylinositol 4,5-bisphosphate phosphodiesterase beta-3 (Homo sapiens), Q01970; Purified PLC-beta3, fluorogenic substrate; inhibition, % at 12.2 µM; 0.18% of 370,000 active; AID 720704, 2013; in the data active = inhibition above about 11%;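 also: 0% = median of compound wells on plate and 100% = full blocker control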
UHRF1 MBD2 ctr – UHRF1 methylated DNA binding inhibitors, primary screen, counter-screen for MBD2 inhibitor project, biochemical, TR-FRET, human UHRF1, single concentration; E3 ubiquitin-protein ligase UHRF1 (Homo sapiens), Q96T88; UHRF1 binding to methylated oligo; inhibition, % at 4.4 µM; 0.75% of 370,000 active; in the data active = inhibition above about 21%;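 also: UHRF1 SRA domain binding a hemimethylated CpG hairpin DNA probe; 0% = median of test compound wells and 100% = reference inhibitor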
ARFGAP1 inh – inhibitors of rat ARFGAP1 GAP activity, primary screen, biochemical, fluorescence polarization, GDP tracer; Arfgap1-stimulated ARF1 GTP hydrolysis, GDP FP detection; ADP-ribosylation factor GTPase-activating protein 1 (Rattus norvegicus), Q62848; 0.26% of 360,000 active; inhibition, % at 16.5 µM; AID 651572, 2012;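 active = inhibition above a per-plate limit, mean inhibition of low control wells plus 3 SD, cut at about 25% in these data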;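 also: 0% = DMSO wells with enzyme and 100% = wells lacking Arfgap1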
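System: truncated rat Arfgap1 GAP domain / Benchmarks: high control wells lacking Arfgap1, low control full reaction with DMSO / Times: compound-enzyme preincubation 20 min, reaction 120 min, detection 60 min, 25 °C / Repeats: one replicate per compound / Also added: human ARF1(Δ1-17)-GTP substrate / Measured by: Tracer-displacement fluorescence polarization with EDTA stop, 620/688 nm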
Starred values were filed as active, the others as inactive; & = joins results of further samples.

What do the screens show for `COc1ccc(S(=O)(=O)N2CCCCC2)cc1NC(=O)Cc1ccc(Br)cc1`?
proKLK7 act: -0.8; Tn7 DDE FP: -2; NR1D1 modulator: -1; HGIII-sPLA2 inh: -4; Tn6 DDE FP: -14; ASAP1 inh: -8; PLC-gamma1 inh: 4; PLC-beta3 inh: -4; UHRF1 MBD2 ctr: 2; ARFGAP1 inh: 12

What do the screens show for `NS(=O)(=O)c1cc(C(=O)O)c(NCc2ccco2)cc1Cl`?
proKLK7 act: 0.7; Tn7 DDE FP: 1; NR1D1 modulator: -3&-4; HGIII-sPLA2 inh: 0; Tn6 DDE FP: -1; ASAP1 inh: -15; PLC-gamma1 inh: -3; PLC-beta3 inh: -3; UHRF1 MBD2 ctr: -2; ARFGAP1 inh: -5

What do the screens show for `CCCn1c(CN2CCCCC2CC)nc2c1c(=O)n(C)c(=O)n2C` (stereo unspecified)?
proKLK7 act: 0.2; Tn7 DDE FP: 0; NR1D1 modulator: -3; HGIII-sPLA2 inh: 12; Tn6 DDE FP: -1; ASAP1 inh: 2; PLC-gamma1 inh: 9; PLC-beta3 inh: 2; UHRF1 MBD2 ctr: 4; ARFGAP1 inh: -1

What do the screens show for `COc1cc(C(=O)Nc2cc(C)nn2-c2ccccc2)cc(OC)c1OC`?
proKLK7 act: 0.8; Tn7 DDE FP: -5; NR1D1 modulator: 1; HGIII-sPLA2 inh: 0; Tn6 DDE FP: 5; ASAP1 inh: 14; PLC-gamma1 inh: -1; PLC-beta3 inh: -5; UHRF1 MBD2 ctr: -1; ARFGAP1 inh: -18

What do the screens show for `CN(C)C(=O)c1ccc(Oc2ccc(C(=O)N(C)C)cc2)cc1`?
proKLK7 act: 0.1; Tn7 DDE FP: -1; NR1D1 modulator: -2; HGIII-sPLA2 inh: 1; Tn6 DDE FP: 3; ASAP1 inh: 4; PLC-gamma1 inh: 1; PLC-beta3 inh: 1; UHRF1 MBD2 ctr: 1; ARFGAP1 inh: 3

Results for O=C(CSc1ncnc2c1cnn2-c1ccc(Cl)cc1)NCc1ccc2c(c1)OCO2 ?
proKLK7 act: 0.3; Tn7 DDE FP: 1; NR1D1 modulator: 4; HGIII-sPLA2 inh: 16; Tn6 DDE FP: -10; ASAP1 inh: -5; PLC-gamma1 inh: 1; PLC-beta3 inh: -5; UHRF1 MBD2 ctr: 0; ARFGAP1 inh: -2

How did C=C1[C@@H](CCO)N(S(=O)(=O)C(C)(C)C)C[C@@H]1C do in these assays?
proKLK7 act: 0.1; Tn7 DDE FP: 5; NR1D1 modulator: 0; HGIII-sPLA2 inh: 9; Tn6 DDE FP: 4; ASAP1 inh: 3; PLC-gamma1 inh: 1; PLC-beta3 inh: -6; UHRF1 MBD2 ctr: 3; ARFGAP1 inh: -14

How did CCOc1ccc(S(=O)(=O)NCCC(=O)NCC(c2ccco2)N2CCCCC2)cc1 (stereo unspecified) do in these assays?
proKLK7 act: 0.7; Tn7 DDE FP: -6; NR1D1 modulator: -6; HGIII-sPLA2 inh: -11; Tn6 DDE FP: -1; ASAP1 inh: 0; PLC-gamma1 inh: 1; PLC-beta3 inh: 1; UHRF1 MBD2 ctr: 3; ARFGAP1 inh: 3

How did COc1cc(OC)c(NS(=O)(=O)c2cc(Br)cnc2N)cc1Cl do in these assays?
proKLK7 act: -0.1; Tn7 DDE FP: 4; NR1D1 modulator: 7; HGIII-sPLA2 inh: -15; Tn6 DDE FP: 7; ASAP1 inh: 6; PLC-gamma1 inh: -3; PLC-beta3 inh: -6; UHRF1 MBD2 ctr: -1; ARFGAP1 inh: 7

What do the screens show for `Cn1ncc2c(NNC(=O)c3ccc(Cl)c(Cl)c3)ncnc21`?
proKLK7 act: -0.3; Tn7 DDE FP: 3; NR1D1 modulator: 4; HGIII-sPLA2 inh: 8; Tn6 DDE FP: -10; ASAP1 inh: -1; PLC-gamma1 inh: -4; PLC-beta3 inh: -4; UHRF1 MBD2 ctr: 0; ARFGAP1 inh: -1

How did O=C(NCCCn1ccnc1)c1ccc(F)cc1 do in these assays?
proKLK7 act: -0.7; Tn7 DDE FP: 3; NR1D1 modulator: 1; HGIII-sPLA2 inh: 6; Tn6 DDE FP: -1; ASAP1 inh: -5; PLC-gamma1 inh: -2; PLC-beta3 inh: -7; UHRF1 MBD2 ctr: -1; ARFGAP1 inh: -16

What do the screens show for `CCOC(=O)C1=C(Nc2ccccc2)CC(C)(O)C(C(=O)OCC)C1c1ccc(Cl)cc1` (stereo unspecified)?
proKLK7 act: -0.2&0.1; Tn7 DDE FP: -7&-1; NR1D1 modulator: 5&4; HGIII-sPLA2 inh: -4&-8; Tn6 DDE FP: -1&-2; ASAP1 inh: -3&-12; PLC-gamma1 inh: 2&2; PLC-beta3 inh: 7&7; UHRF1 MBD2 ctr: 2&-2; ARFGAP1 inh: 8&0

What do the screens show for `CC1(C)CC(=O)C2=C(C1)Oc1ncn(Cc3ccco3)c(=N)c1C2c1ccccc1` (stereo unspecified)?
proKLK7 act: 0.5; Tn7 DDE FP: -9; NR1D1 modulator: -5; HGIII-sPLA2 inh: -1; Tn6 DDE FP: -1; ASAP1 inh: -3; PLC-gamma1 inh: 0; PLC-beta3 inh: 0; UHRF1 MBD2 ctr: 0; ARFGAP1 inh: 0

How did COc1cc2c(cc1OC)C(C(=O)NCc1ccco1)C1c3ccccc3CCN1C2=O (stereo unspecified) do in these assays?
proKLK7 act: 1.2; Tn7 DDE FP: -13; NR1D1 modulator: 0; HGIII-sPLA2 inh: 1; Tn6 DDE FP: 1; ASAP1 inh: -1; PLC-gamma1 inh: -12; PLC-beta3 inh: -13; UHRF1 MBD2 ctr: 4; ARFGAP1 inh: 4

How did COC(=O)C1CN(Cc2cn(Cc3ccc(Cl)cc3)nn2)CCS(=O)(=O)N1Cc1ccc(C)cc1 (stereo unspecified) do in these assays?
proKLK7 act: 0.6; Tn7 DDE FP: 2; NR1D1 modulator: -5; HGIII-sPLA2 inh: -14; Tn6 DDE FP: 5; PLC-gamma1 inh: 1; PLC-beta3 inh: 3; UHRF1 MBD2 ctr: 15

What do the screens show for `O=C(NC1=NCCS1)c1ccc2c(c1)C(=O)N(Cc1ccco1)C2=O`?
proKLK7 act: 0.5; Tn7 DDE FP: -6; NR1D1 modulator: 0; HGIII-sPLA2 inh: -3; Tn6 DDE FP: -4; ASAP1 inh: -4; PLC-gamma1 inh: -1; PLC-beta3 inh: 3; UHRF1 MBD2 ctr: -2; ARFGAP1 inh: 0

Results for Cc1ccc(NC(=O)CS(=O)CC(=O)Nc2ccccc2-c2ccc(C)o2)cc1 (stereo unspecified) ?
proKLK7 act: 0.3; Tn7 DDE FP: 8; NR1D1 modulator: -3; HGIII-sPLA2 inh: -4; Tn6 DDE FP: 22*; ASAP1 inh: 0; PLC-gamma1 inh: -16; PLC-beta3 inh: -36; UHRF1 MBD2 ctr: -3; ARFGAP1 inh: 12

Results for O=C(Nc1ccc(Cl)cc1F)c1cccc2ccccc12 ?
proKLK7 act: -0.3; Tn7 DDE FP: 5; NR1D1 modulator: 12; HGIII-sPLA2 inh: -2; Tn6 DDE FP: -3; ASAP1 inh: -7; PLC-gamma1 inh: -5; PLC-beta3 inh: -7; UHRF1 MBD2 ctr: -2; ARFGAP1 inh: -8

How did COC(=O)c1ccc(CNC(=O)N2CCN(S(=O)(=O)c3ccc(C)cc3)CC2)cc1 do in these assays?
proKLK7 act: 0.0; Tn7 DDE FP: 1; NR1D1 modulator: 0; HGIII-sPLA2 inh: -3; Tn6 DDE FP: -1; ASAP1 inh: 2; PLC-gamma1 inh: 2; PLC-beta3 inh: -5; UHRF1 MBD2 ctr: 0; ARFGAP1 inh: 8

How did COc1ccc(CNC(=O)C2CCCN(S(=O)(=O)c3cccc4nsnc34)C2)cc1 (stereo unspecified) do in these assays?
proKLK7 act: 0.0; Tn7 DDE FP: 5; NR1D1 modulator: 6; HGIII-sPLA2 inh: -5; Tn6 DDE FP: 7; ASAP1 inh: -10; PLC-gamma1 inh: -3; PLC-beta3 inh: -4; UHRF1 MBD2 ctr: -2; ARFGAP1 inh: 5

What do the screens show for `COC(=O)c1nn(-c2ccccc2)c2nnc(Cc3ccc(C)cc3)c(=O)n12`?
proKLK7 act: 0.2; Tn7 DDE FP: -7; NR1D1 modulator: -7; HGIII-sPLA2 inh: -4; Tn6 DDE FP: 4; ASAP1 inh: 8; PLC-gamma1 inh: 2; PLC-beta3 inh: 4; UHRF1 MBD2 ctr: 1; ARFGAP1 inh: -3

What do the screens show for `Cc1cc(S(=O)(=O)NC(C)C)ccc1OCC(=O)N1CCOCC1`?
proKLK7 act: 0.5; Tn7 DDE FP: 3; NR1D1 modulator: 5; HGIII-sPLA2 inh: 5; Tn6 DDE FP: -6; ASAP1 inh: 8; PLC-gamma1 inh: 5; PLC-beta3 inh: -1; UHRF1 MBD2 ctr: 3; ARFGAP1 inh: 7

Results for COc1ccc(CCNC(=O)c2c(C)nn(CC(C)C)c2Cl)cc1OC ?
proKLK7 act: 0.6; Tn7 DDE FP: 4; NR1D1 modulator: -4; HGIII-sPLA2 inh: 2; Tn6 DDE FP: 12; ASAP1 inh: -5; PLC-gamma1 inh: 1; PLC-beta3 inh: -4; UHRF1 MBD2 ctr: -2; ARFGAP1 inh: -10

What do the screens show for `Cc1nc(NC(=O)c2ccccc2)sc1C`?
proKLK7 act: -0.7; Tn7 DDE FP: 1; NR1D1 modulator: -1; HGIII-sPLA2 inh: 3; Tn6 DDE FP: 0; ASAP1 inh: 5; PLC-gamma1 inh: 1; PLC-beta3 inh: -4; UHRF1 MBD2 ctr: 2; ARFGAP1 inh: 9

Rows are unselected; overall some 4.5% were active at least once.
